Screens from PubChem BioAssay.
hcDAF12 agonist – activators of H. contortus DAF-12 nuclear receptor; HEK293 hcDAF-12 lit1-tk-luc reporter, luminescence; 0% DMSO, 100% Δ7-dafachronic acid; activation, % at 6.8 µM; 370,000 tested, 1.4% active; AID 652067;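 active = activation above the mean of all tested compounds plus 3 SD, cut at about 5.5% in these data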;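 also: 100% = response to 3 µM Δ7-dafachronic acid high control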
ADAM10 inh – inhibits human ADAM10; O14672; recombinant ADAM10, EDANS/DABCYL FRET peptide cleavage, 3 h; inhibition, % at 7 µM; 370,000 tested, 0.62% active; AID 720582;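 active = inhibition above a per-campaign cutoff equal to the mean of compounds falling between control-based bounds plus 3 SD, cut at about 20% in these data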;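 also: 0% = DMSO wells while the 100% control is not disclosed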
sPLA2-III inh – Blocks human group III sPLA2 activity; QFRET BODIPY PC-A2 liposome hydrolysis, fluorescence; inhibition, % at 12.2 µM; 370,000 tested, 0.56% active; AID 743126;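 active = inhibition above mean plus 3 SD of compounds lying within the high and low control bounds, cut at about 19% in these data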;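 also: 0% = median of test compound wells and 100% = no enzyme DMSO wells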
hgDAF-12 ag – agonists of H. glycines DAF-12 nuclear receptor; HEK293 GAL4-hgDAF12 UAS-luciferase reporter, agonist luminescence; normalized to butyrate control; AID 687014; activation, % at 6.8 µM; 370,000 tested, 1.8% active;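 active = activation above a cutoff set at the mean of all screened compounds plus 3 SD, cut at about 10% in these data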;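 also: 0% = DMSO wells and 100% = sodium butyrate wells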
GC-A act – GC-A (human) enzyme activation | P16066 | AID 1671463 | activation, % at 10 µM | HEK293 GC-A cells, cGMP TR-FRET, EC30 ANP; 0% at EC30 ANP, 100% saturating ANP | 370,000 tested, 0.14% active; in the data active = activation above about 40%
Target sequence (P16066 whole entry, looked up): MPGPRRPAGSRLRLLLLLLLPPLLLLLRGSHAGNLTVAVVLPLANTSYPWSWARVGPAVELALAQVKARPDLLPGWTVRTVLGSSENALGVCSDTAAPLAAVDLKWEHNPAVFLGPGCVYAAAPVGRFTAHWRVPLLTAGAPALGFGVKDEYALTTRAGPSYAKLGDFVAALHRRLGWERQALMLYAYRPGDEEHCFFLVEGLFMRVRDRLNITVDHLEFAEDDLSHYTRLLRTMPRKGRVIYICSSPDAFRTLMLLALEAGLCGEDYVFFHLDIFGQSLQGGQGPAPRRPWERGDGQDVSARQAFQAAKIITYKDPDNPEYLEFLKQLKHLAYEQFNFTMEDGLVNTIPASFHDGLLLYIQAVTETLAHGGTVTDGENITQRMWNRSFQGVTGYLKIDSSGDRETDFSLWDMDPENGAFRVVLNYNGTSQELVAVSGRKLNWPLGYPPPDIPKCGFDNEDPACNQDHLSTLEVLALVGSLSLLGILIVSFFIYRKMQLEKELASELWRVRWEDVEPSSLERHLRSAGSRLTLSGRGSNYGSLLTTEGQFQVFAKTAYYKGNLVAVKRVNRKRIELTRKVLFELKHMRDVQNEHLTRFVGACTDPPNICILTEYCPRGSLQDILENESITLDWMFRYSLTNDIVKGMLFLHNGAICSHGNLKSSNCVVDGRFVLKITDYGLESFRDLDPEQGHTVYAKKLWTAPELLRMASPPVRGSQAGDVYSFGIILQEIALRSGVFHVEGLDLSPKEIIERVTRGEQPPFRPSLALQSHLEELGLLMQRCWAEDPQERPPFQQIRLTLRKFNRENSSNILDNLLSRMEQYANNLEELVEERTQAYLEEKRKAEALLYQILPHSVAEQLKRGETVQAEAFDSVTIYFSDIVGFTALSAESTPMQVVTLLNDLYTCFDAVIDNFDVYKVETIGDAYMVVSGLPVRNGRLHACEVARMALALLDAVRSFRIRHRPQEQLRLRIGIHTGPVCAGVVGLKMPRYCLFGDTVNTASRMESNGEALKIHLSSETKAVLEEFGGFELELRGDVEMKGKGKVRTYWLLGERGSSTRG
NPR2 activator – GC-B (human) receptor activation; P20594; AID 1920062; HEK293-GC-B cells, CNP EC30, cGMP TR-FRET; 0% at EC30 CNP, 100% saturating CNP; 370,000 tested, 0.11% active; activation, % at 10 µM;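 active = activation at 10 µM reaching about 35% in either raw or pattern-adjusted values, limit read from the data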
SMARCA2 act – activators of SMARCA2 function; MG213 cells, MMTV-luciferase reporter, dexamethasone, overnight; activation, % at 9.1 µM; 370,000 tested, 1% active; in the data active = activation above about 7.8%;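 also: 0% = vehicle wells and 100% = reference activator wells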
DAX1 inh-1 – inhibits human nuclear receptor DAX1; P51843; HEK293 Gal4-DAX1 luciferase reporter, luminescence; inhibition, % at 6.75 µM; 340,000 tested, 0.99% active; AID 504766;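 active = inhibition above the mean over all tested compounds plus 3 SD, cut at about 4.2% in these data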;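 also: 0% = DAX1-transfected cells with DMSO and 100% = empty-vector control cells with DMSO; inhibition shows as a rise in luminescence from relieved DAX1 repression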
DAX1 inh-2 – inhibitors of DAX1 repression of SF-1 activated StAR promoter; HEK293T StAR-luciferase reporter, SF-1/DAX-1 repression relief; inhibition, % at 6.8 µM; 370,000 tested, 1.1% active; AID 652010;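 active = inhibition above the mean over all tested compounds plus 3 SD, cut at about 3.6% in these data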;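 also: 0% = DAX-1 cells with DMSO and 100% = cells lacking DAX-1 with DMSO; higher inhibition means more luminescence from relief of DAX-1 repression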
ssDAF12 agonist – activates DAF-12 receptor from parasite S. stercoralis; HEK293 ssDAF-12/GRIP1 lit1-tk-luc reporter, luminescence; % of 3 µM dafachronic acid response; activation, % at 6.8 µM; 370,000 tested, 1% active;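 active = activation above the mean over all tested compounds plus 3 SD, cut at about 0.9% in these data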;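 also: 0% = DMSO-only wells and 100% = 3 µM delta7-dafachronic acid wells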
FXN GAA850 act – frataxin GAA850 promoter activation. activation, % at 6 µM. 360,000 tested, 0.56% active. HEK293 lucGAA850 FXN promoter luciferase reporter, 24 h; percent of 10 µM SAHA response;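 active = activation above the average of all compounds screened plus 3 SD, cutoff fixed separately per campaign, cut at about 7.5% in these data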;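 also: 0% = DMSO wells and 100% = 10 µM SAHA wells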
* hit, by the source's call; i = inactive; nt = no result given.

Every second line gives: hcDAF12 agonist	ADAM10 inh	sPLA2-III inh	hgDAF-12 ag	GC-A act	NPR2 activator	SMARCA2 act	DAX1 inh-1	DAX1 inh-2	ssDAF12 agonist	FXN GAA850 act
CCCCOCCCNC(=O)C[C@H]1C[C@@]2(C(=O)OC)C(=C[C@H](C(C)(C)C)O[C@@H]2C)N(Cc2cccc3ccccc23)C1=O
→ -2.1	21*	-16	-1.5	-8	-11	-4	nt	-0.5	-1.8	nt
COc1cccc(-c2cc(C(=O)N3CCN(S(=O)(=O)c4ccccc4)CC3)[nH]n2)c1
→ -3.5	6	-26	-3.7	-1	-2	-2	-0.7	-1.9	-2.2	0.6
COc1ccccc1OCCNC(=O)c1c(-c2ccccc2Cl)noc1C
→ -1.0	4	-4	-1.0	5	-1	-1	-0.2	-1.1	-0.8	1.1
COc1ccc(C(=O)NN=C2CCCC2)cc1
→ 1.2	2	4	3.0	-2	8	1	2.3	-0.3	-1.4	1.8
O=C(CN(C(=O)c1ccccc1Cl)C1CCCCC1)Nc1ccc(Cl)c([N+](=O)[O-])c1
→ -0.7	10	0	4.0	-1	-10	0	-0.1	0.1	-1.2	0.6
O=[N+]([O-])c1cc(-c2nnc(N3CCOCC3)c3ccccc23)ccc1N1CCOCC1
→ -1.3	0	0	-4.0	5	7	0	-3.0	-1.3	-1.7	4.1
CCc1nc2ccc(C(=O)N3CCN(C(C)=O)CC3)cn2c1N(CC)C(=O)NCCc1ccccc1
→ 2.9	-10	10	0.9	4	0	3	nt	0.0	-1.0	1.5
O=C(Nc1nnc(SCc2ccc(F)cc2)s1)C1Cc2ccccc2CN1C(=O)c1ccco1 (configuration not stated)
→ -1.4	12	-31	-0.5	1	-5	1	-0.1	-0.5	-0.9	1.3
COc1ccc(CSc2nnc(SCc3ccccc3)s2)cc1
→ -3.4	1	-1	-3.1	0	4	8.7*	nt	0.4	-0.7	nt
CCOC(=O)c1c(C)nsc1NC(=O)C1(C)CCN1C(=O)CC (configuration not stated)
→ -0.2	8	3	-2.6	4	1	0	nt	0.1	-1.6	0.2
O=C(Nc1cccc(C(F)(F)F)c1)C1Cc2c(-c3ccco3)ccnc2O1 (configuration not stated)
→ -1.4	3	1	-1.5	-3	-5	-3	nt	-1.7	-2.2	0.6
CC(C)C1NC(=S)N(Cc2ccccc2)C1=O (configuration not stated)
→ -2.2	-4	-6	-0.5	1	-2	2	-0.5	1.0	-0.9	1.1
Cc1nc(NC(=O)c2ccco2)sc1C(=O)O
→ -0.7	-3	5	-0.9	3	-1	2	-1.8	0.1	-0.9	0.0
CCCCCn1c(SCCOCC)nc2c1c(=O)[nH]c(=O)n2C
→ -2.2	3	2	0.4	-3	-5	1	-0.1	0.2	-1.4	4.9
COc1cc(C)c(Br)cc1S(=O)(=O)NCc1ccccc1
→ -2.1	-8	0	0.0	-1	2	0	-0.2	1.1	-1.7	-0.3
CS(=O)(=O)N1CC2CCCN2c2cc(C(F)(F)F)ccc21 (configuration not stated)
→ -0.8	5	7	-3.1	4	5	1	0.5	0.1	-0.9	0.6
Cc1c(C(=O)N(C)C(C)c2ccncn2)oc2c(F)cccc12 (configuration not stated)
→ 0.4	6	4	-0.1	1	-2	6	0.2	-0.1	-0.2	2.4
CC(C)(C)c1ccc2c(c1)N(CC(=O)N1CCOCC1)C(=O)CO2
→ 1.4	-3	-3	-0.3	1	3	0	1.6	0.8	-0.2	0.5
O=C(CSc1nc(Nc2ccccc2)nc(N2CCOCC2)n1)Nc1cccc([N+](=O)[O-])c1
→ -3.4	15	-26	-3.7	13	15	-2	0.8	-3.1	-1.6	3.4
Cc1cccc(-c2oc3ccc(-c4ccc5c(c4)OCO5)cc3c2C#Cc2cncn2C)c1
→ -1.3	-1	2	0.4	4	0	1	0.9	0.5	-1.1	1.0
O=C1/C(=C/c2ccsc2)N2CCC1CC2
→ -1.2	-6	-7	1.6	2	1	-2	1.2	-0.1	-0.4	-0.2
CCC(=O)N=c1sc2ccccc2n1-c1ccccc1
→ -2.1	-10	2	0.5	-5	-5	1	0.1	-0.9	-1.0	3.9
Cc1cccc(C)c1OCC(O)CN1CCCCC1 (configuration not stated)
→ 0.7	-7	-5	-0.7	-1	3	-2	3.1	-0.4	-0.3	0.6
CCOC(=O)CNC(=O)CN1CCCN(S(=O)(=O)c2ccc(Br)s2)CC1
→ 0.8	1	-6	-2.4	1	1	-1	0.0	-0.4	-1.1	2.8
CCOC(=O)[C@]12CCCC=C1N(Cc1ccc(OC)cc1)C(=O)[C@@H]2CC(=O)NCc1ccc(OC)c(OC)c1
→ -2.3	6	-8	-0.8	-2	1	1	nt	-1.4	-1.5	nt
COc1ccccc1CNc1nc(NCCN2CCNC2=O)c2sccc2n1
→ -2.1	-12	-4	-1.7	-3	-7	-5	nt	-1.2	-1.3	-2.5
O=C(CCC1CC(=O)Nc2ccccc21)NCc1ccc(F)cc1 (configuration not stated)
→ 0.4	12	-14	-0.7	-2	0	1	0.9	0.3	-1.0	0.2
CC(C)S(=O)(=O)N[C@@H]1c2cc3c(cc2[C@H](c2ccccc2)[C@H]1C)OCO3
→ 2.0	-9	10	2.7	-12	-12	-1	nt	-1.6	-1.5	nt
O=C(CCCCC(=O)NN=Cc1ccc(Cl)cc1)NN=Cc1ccc(Cl)cc1
→ 3.0	-8	-3	2.5	-8	-4	0	2.6	-0.4	0.7	2.2
O=C(NCc1ccco1)C12CC3CC(C1)CC(C(=O)NCc1ccco1)(C3)C2
→ 1.2	2	4	-0.9	0	-1	-4	0.9	0.2	-1.1	0.8

Reprinted at random: 3 records from the list
Every second line gives: hcDAF12 agonist	ADAM10 inh	sPLA2-III inh	hgDAF-12 ag	GC-A act	NPR2 activator	SMARCA2 act	DAX1 inh-1	DAX1 inh-2	ssDAF12 agonist	FXN GAA850 act
COc1ccccc1OCCNC(=O)c1c(-c2ccccc2Cl)noc1C
→ -1.0	4	-4	-1.0	5	-1	-1	-0.2	-1.1	-0.8	1.1
O=C(CCC1CC(=O)Nc2ccccc21)NCc1ccc(F)cc1 (configuration not stated)
→ 0.4	12	-14	-0.7	-2	0	1	0.9	0.3	-1.0	0.2
CC(C)S(=O)(=O)N[C@@H]1c2cc3c(cc2[C@H](c2ccccc2)[C@H]1C)OCO3
→ 2.0	-9	10	2.7	-12	-12	-1	nt	-1.6	-1.5	nt

Next entries:
Every second line gives: hcDAF12 agonist	ADAM10 inh	sPLA2-III inh	hgDAF-12 ag	GC-A act	NPR2 activator	SMARCA2 act	DAX1 inh-1	DAX1 inh-2	ssDAF12 agonist	FXN GAA850 act
CCCCNC(=O)Cc1c(OC)ccc2cc(Br)ccc12
→ 1.9	4	0	2.2	1	-6	0	0.2	-0.2	-1.8	1.3
O=C(Cc1ccc(NC(=O)C2CCN(C(=O)c3ccccc3)CC2)cc1)Nc1cccc(C(=O)N2CCCCC2)c1
→ -2.1	-7	-8	-1.2	2	-3	-1	-0.7	-0.2	-1.1	0.6
O=C(/C=C/c1cccc2ccccc12)N1CCOCC1
→ -0.1	-67	2	6.1	1	-4	6	1.2	0.2	-0.9	0.4
Cc1sc2nc(CSC(C)C(=O)Nc3ccccn3)[nH]c(=O)c2c1C (configuration not stated)
→ 1.9	-62	2	3.6	-4	2	-1	0.5	4.0*	-1.1	1.9
CCC(C)(C)n1nnnc1C(c1cc2cc3c(cc2[nH]c1=O)OCO3)N1CCN(C)CC1 (configuration not stated)
→ -1.0	i	1	0.8	2	-2	-3	-0.6	-0.7	-1.1	-3.7
Cc1nnc(SCc2nnc(-c3cccs3)o2)n1C1CCCCC1
→ -1.2	0	6	-0.7	3	-1	-3	0.6	0.3	-1.8	4.8
O=C(NCc1ccccn1)c1cc(-c2ccccc2Cl)on1
→ 2.6	3	-1	7.4	0	-6	6	2.7	1.1	-1.2	0.4
CCc1nnc(NC(=O)CSc2nc3ccccc3o2)s1
→ 0.9	-1	-2	-2.1	0	1	0	0.0	-0.1	-1.1	-0.5
Cc1ccccc1CN1CCN(CC(=O)NCc2ccc3c(c2)OCO3)C1=O
→ -0.2	-2	-6	-1.2	-1	0	-2	1.0	-0.6	-1.4	-0.3
Cn1ncc(Cl)c1C(=O)NC1CCCC1
→ -0.6	-3	-6	-0.6	-1	2	2	0.3	0.1	-1.3	1.0
CCN1CCCC1CNC(=O)C(=O)Nc1ccccc1 (configuration not stated)
→ 1.2	-1	-1	2.7	3	3	11*	1.1	2.6	-0.6	3.7
O=S(=O)(c1ccc2nc(COc3ccccc3)[nH]c2c1)N1CCOCC1
→ 0.3	0	-8	0.3	0	2	-3	-0.7	-0.1	-1.1	-1.2
COc1cccc(-c2nnc(-c3ccc(C(F)(F)F)cc3)o2)c1OC
→ -1.1	0	1	1.8	2	0	0	0.7	0.6	-0.8	0.7
O=C(Cn1cnc2ccccc21)Nc1ccc(SC(F)F)cc1
→ -4.3	0	-11	-4.2	7	-10	-7	-1.7	-2.2	-2.5	0.7
CC(=O)c1ccccc1OCC(O)CN1CCN(C(c2ccccc2)c2ccccc2)CC1 (configuration not stated)
→ -1.5	11	-20	0.1	-3	-3	-2	0.0	0.6	-1.1	-1.5
O=C(Nc1c(-c2ccc(C(F)(F)F)cc2)nc2ncccn12)C1CC1
→ -1.3	i	5	3.0	1	3	-4	nt	0.8	-1.2	nt
CCCCNc1oc(-c2ccc(OC)cc2)nc1S(=O)(=O)c1ccccc1
→ -0.1	6	-4	-0.2	0	2	-2	1.7	0.3	-1.4	1.8
CC(NC(=O)Cn1cnc([N+](=O)[O-])n1)c1ccccc1 (configuration not stated)
→ -1.6	1	5	0.0	0	-2	-3	-0.2	0.1	-1.5	0.5

Among those listed so far, these have a CF3 group:
Every second line gives: hcDAF12 agonist	ADAM10 inh	sPLA2-III inh	hgDAF-12 ag	GC-A act	NPR2 activator	SMARCA2 act	DAX1 inh-1	DAX1 inh-2	ssDAF12 agonist	FXN GAA850 act
O=C(Nc1cccc(C(F)(F)F)c1)C1Cc2c(-c3ccco3)ccnc2O1 (configuration not stated)
→ -1.4	3	1	-1.5	-3	-5	-3	nt	-1.7	-2.2	0.6
CS(=O)(=O)N1CC2CCCN2c2cc(C(F)(F)F)ccc21 (configuration not stated)
→ -0.8	5	7	-3.1	4	5	1	0.5	0.1	-0.9	0.6
COc1cccc(-c2nnc(-c3ccc(C(F)(F)F)cc3)o2)c1OC
→ -1.1	0	1	1.8	2	0	0	0.7	0.6	-0.8	0.7
O=C(Nc1c(-c2ccc(C(F)(F)F)cc2)nc2ncccn12)C1CC1
→ -1.3	i	5	3.0	1	3	-4	nt	0.8	-1.2	nt
